# ELG1 repair inh: inhibitors of ELG1-dependent DNA repair in HEK293T cells; hit rate 2.3% among 330,000; Potency, µM (doses to about 46.1 µM), for inactives: top-dose activity change, negative = inhibition, hits mostly inhibitors; HEK293T ELG1-luciferase reporter, luminescence, 16 h; DNA damage induced by 5-fluorouridine; AID 504467; also: potency is read from the fitted curve at half-maximal effect; % is scaled to controls: 0 for no effect and ±100 for the full control effect; nearly all actives have a fitted effect of over 55% in size
#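 Reporter activity after DNA damage by 5-fluorouridine is monitored. Compound-treated cells incubate 16 hr at 37 °C, then ONE-Glo is added for 30 min before luminescence reading.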
# NPC1 prom act: NPC1 promoter activation; Huh7 NPC1 promoter luciferase reporter, 24 h; Potency, µM (doses to about 9.22 µM), for inactives: at the top dose activation, hits mostly activators; hit rate 2.4% among 320,000; AID 485313;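 also: potency is read from the fitted curve at half-maximal effect; % of control where 0% means no effect; nearly all actives have a fitted effect of over 60% in size; reporter is driven by a mutant NPC1 promoter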
#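 Luciferase expression driven by the NPC1 promoter was measured in stably transfected Huh7 cells after a 24 h compound incubation, using a luciferase reagent and a luminescence read.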
# BRCA1 expr up: activators of BRCA1 expression; MCF7-BRCA1-FFLuc reporter, luminescence, 48 h; response scale: scaled: vehicle 0%, 10 µM genistein 100%; Potency, µM (titrated, usually from 46.1 µM), for inactives: top-dose activation, actives largely listed as activators; hit rate 1.1% among 380,000; AID 624202; also: potency is read from the fitted curve at half-maximal effect; nearly all actives have a fitted effect of over 80% in size; some results filed as inactive show a strong effect at the top dose
#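 MCF7-BRCA1-FFLuc cells, 2000/well in phenol-red-free MEM, attached 2 h then treated 48 h at 37 C. Luciferase luminescence read 15 min after reagent; normalized to genistein maximum activation (10microM) and DMSO, concentration-response fitted.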
# Gal4-VP16 FLuc: Gal4-VP16 reporter inhibition counter-screen. Drosophila S2 Gal4-VP16 UAS-luciferase, luminescence, 20 h. Potency, µM (series often up to 53.6 µM), without a hit: at the top dose activity, negative = inhibition, actives largely listed as inhibitors. hit rate 3.5% among 310,000;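 also: Gal4-VP16 expression switched on by copper sulfate through the metallothionein promoter; potency is read from the fitted curve at half-maximal effect; % is scaled to controls: 0 for no effect and ±100 for the full control effect; nearly all actives have a fitted effect of over 50% in size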
# p53 reactivator: restores transcriptional activity of mutant p53. H1299 p53-A138V BP100-luciferase reporter, luminescence, 24 h. Potency, µM (series often up to 92.2 µM), inactives show at the top dose activity change, positive = activation, hits mostly activators. hit rate 0.063% among 320,000; also: potency is read from the fitted curve at half-maximal effect; % of control where 0% means no effect; nearly all actives have a fitted effect of over 45% in size
#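 p53-null H1299 cells stably carrying temperature-sensitive p53-A138V and a BP100-luciferase reporter were pinned with compounds (4-point, 1:5 series) and held 24 hrs at 37 deg C. Luminescence was read 10 min after detection reagent.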
# FLuc modulator: inhibits or activates purified firefly luciferase, miR-21 counter-screen; Potency, µM (doses to about 57.5 µM), for the others: at the highest dose activity change, negative = inhibition, actives largely listed as inhibitors; hit rate 6.9% among 360,000; purified FLuc, Km substrates, luminescence inhibition;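 also: potency is read from the fitted curve at half-maximal effect; plate controls were vehicle for no effect and reference inhibitor for full effect; nearly all actives have a fitted effect of over 55% in size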
# Target sequence (P08659 whole entry, looked up): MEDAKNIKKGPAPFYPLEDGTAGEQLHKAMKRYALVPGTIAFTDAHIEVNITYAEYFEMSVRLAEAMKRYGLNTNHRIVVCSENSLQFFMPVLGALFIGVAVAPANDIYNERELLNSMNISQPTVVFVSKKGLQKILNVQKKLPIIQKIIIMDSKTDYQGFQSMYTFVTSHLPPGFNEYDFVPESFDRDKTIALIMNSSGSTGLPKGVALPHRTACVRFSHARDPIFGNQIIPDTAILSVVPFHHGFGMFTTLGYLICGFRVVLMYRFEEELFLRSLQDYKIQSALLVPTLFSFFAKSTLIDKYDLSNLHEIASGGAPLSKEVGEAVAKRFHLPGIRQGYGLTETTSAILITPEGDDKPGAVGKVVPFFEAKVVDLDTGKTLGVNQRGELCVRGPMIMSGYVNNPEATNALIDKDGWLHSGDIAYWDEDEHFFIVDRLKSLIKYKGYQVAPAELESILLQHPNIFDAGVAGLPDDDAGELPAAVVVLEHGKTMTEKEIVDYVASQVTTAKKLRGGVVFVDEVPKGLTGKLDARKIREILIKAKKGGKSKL
#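 Biochemical qHTS of compounds, final roughly 60 µM downward over six points, against 10 nM purified firefly luciferase using Km concentrations of substrates (10 uM D-luciferin, 10 uM ATP) in Tris acetate pH 7.5 buffer; luminescence output.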
# Rab9 promoter act: activators of Rab9 promoter | Huh7 Rab9 promoter-luciferase reporter, luminescence, 24 h | Potency, µM (titrated, usually from 9.22 µM), without a hit: at the highest dose activation, negative = inhibition, usual class: activators | hit rate 2.8% among 320,000 | AID 485297; also: potency is read from the fitted curve at half-maximal effect; % of control where 0% means no effect; nearly all actives have a fitted effect of over 60% in size
#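 Huh7 reporter line, Rab9 promoter upstream of luciferase. Compound exposure 24 h at 37 °C in reduced-serum medium with 10% FBS. Read-out: luminescence.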
# TRPV1 agonist: human TRPV1 agonism; hit rate 0.19% among 320,000; TRPV1-expressing cells, Fluo-8 calcium influx, agonist mode; activation, % at 8.33 µM; AID 540275; Q8NER1; in the data active = activation above about 80%; inconclusive = between about 30% and that limit; also: 0% is about no effect
#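 Cells expressing TRPV1 were dye-loaded with Fluo-8 and read kinetically: 10 s baseline, 3 min after compound (agonist portion), then 2 min after EC20 capsaicin (allosteric enhancer portion). Calcium-bound dye fluorescence at 480/520 nm.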
# RORg inh: blocks mouse ROR gamma transcriptional activity | P51450 | Drosophila S2 Gal4-RORgamma UAS-luciferase reporter, 20 h | Potency, µM (top dose mostly 53.6 µM), without a hit: at the highest dose activity change, negative = inhibition, actives largely listed as inhibitors | hit rate 5.4% among 310,000; also: potency is read from the fitted curve at half-maximal effect; % is scaled to controls: 0 for no effect and ±100 for the full control effect; nearly all actives have a fitted effect of over 60% in size
#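 Schneider cells (Drosophila), stable Gal4 DBD–ROR gamma + UAS-luc; 1 hr cmpd preincubation; Cu2+ induction 700 uM final; 20 hr ambient; luminescence.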
# ELG1 genotoxic: inducers of genotoxicity in HEK293T ELG1-luciferase cells. HEK293T ELG1-luciferase reporter, luminescence, 16 h. Potency, µM (top dose mostly 46 µM), for the others: top-dose activity change, positive = activation, hits mostly activators. hit rate 1.3% among 330,000. AID 504466; also: potency is read from the fitted curve at half-maximal effect; % of control where 0% means no effect; nearly all actives have a fitted effect of over 60% in size
#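 ELG1-luciferase HEK293T cells, 2,000/well; compound pinned in; 16 hr, 37 °C, 5% CO2; ONE-Glo, 30 min RT; luminescence on CCD imager.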
# Tb PFK block: inhibitors of T. brucei phosphofructokinase. hit rate 0.17% among 330,000. Potency, µM (top dose mostly 57.5 µM), inactives show at the highest dose activity, negative = inhibition, hits mostly inhibitors. T. brucei PFK, ADP-Glo luminescence. O15648;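 also: potency is read from the fitted curve at half-maximal effect; 0% = uninhibited 1x PFK enzyme wells and -100% = no-enzyme wells; nearly all actives have a fitted effect of over 60% in size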
# Target sequence (O15648 whole entry, looked up): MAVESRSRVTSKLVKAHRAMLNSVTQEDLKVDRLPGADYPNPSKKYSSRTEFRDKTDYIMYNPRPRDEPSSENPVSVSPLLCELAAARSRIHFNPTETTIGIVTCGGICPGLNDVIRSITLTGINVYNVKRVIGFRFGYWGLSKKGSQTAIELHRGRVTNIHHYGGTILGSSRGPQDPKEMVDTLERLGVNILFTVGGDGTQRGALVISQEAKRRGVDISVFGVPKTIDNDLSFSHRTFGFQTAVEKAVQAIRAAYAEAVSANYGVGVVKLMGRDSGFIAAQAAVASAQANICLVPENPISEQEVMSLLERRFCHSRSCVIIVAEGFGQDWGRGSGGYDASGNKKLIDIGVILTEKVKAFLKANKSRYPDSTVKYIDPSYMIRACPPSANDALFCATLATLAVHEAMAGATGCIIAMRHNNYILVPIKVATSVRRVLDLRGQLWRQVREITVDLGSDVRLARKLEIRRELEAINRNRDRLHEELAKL
#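 Activity is normalized to no-enzyme wells (full inhibition) and 1.25 nM enzyme wells (no inhibition). Reaction: 0.5 mM F6P, 0.1 mM ATP, 45 min RT, ADP-Glo luminescence; concentration-response curves fitted and classed by quality.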
# An asterisk follows results filed as active; ? = inconclusive; / = no result given. Unless noted, calls follow the shape of the dose curve; as a rule, active = well fitted curve in the direction sought with a large enough effect; inconclusive = small, poorly fitted or top-dose-only effect, or another doubt; inactive = no such curve, though single readings can be large; an effect the other way counts as inactive or inconclusive.
SMILES,ELG1 repair inh,NPC1 prom act,BRCA1 expr up,Gal4-VP16 FLuc,p53 reactivator,FLuc modulator,Rab9 promoter act,TRPV1 agonist,RORg inh,ELG1 genotoxic,Tb PFK block
COc1ccc(C2=NN(C(=O)CSc3nnc(C)n3C)C(c3ccco3)C2)cc1 (centres undefined),0%,-18%,13%,-2%,3%,-13%,1%,-1,30%,4%,0%
Cc1cc(NC2CCCCC2)nc(-c2ccccc2O)n1,2%,0%,31%,2%,8%,?,8%,6,30%,2%,5%
CCC(=O)N1c2ccc(S(=O)(=O)NCCc3ccc(OC)c(OC)c3)cc2CC1C (centres undefined),-13%,-1%,-21%,-8%,-6%,2%,-5%,15,-5%,-1%,6%
CN(C)C(=O)c1cn(-c2ccc(Cl)cc2)c(=O)c2ccccc12,2%,-2%,-15%,-3%,-1%,3%,-13%,1,-8%,-1%,3%
COc1ccc(-c2csc(NC(=O)Nc3ccccc3)n2)cc1,-1%,0%,47%,5%,1%,-3%,-2%,?,0%,0%,0%
COC(=O)[C@@]12CCCCN1[C@H](c1ccc(SC3CCCCC3)c(OC)c1)[C@@H]1C(=O)N(C)C(=O)[C@@H]12,-5%,-7%,-67%,/,-3%,0%,-1%,-3,/,-5%,-6%
COc1ccc(Cl)cc1NC(=O)C1CC(=O)N(C2CCCCC2)C1 (centres undefined),-4%,1%,-7%,-3%,-3%,-2%,1%,6,11%,-7%,1%
O=C(CC1S/C(=N/N=C/c2cccnc2)NC1=O)Nc1ccccc1 (centres undefined),3%,-4%,-9%,3%,-2%,?,-2%,2,6%,-11%,-4%
CC1CCCCC1NC(=O)COC(=O)COc1ccccc1Cl (centres undefined),12%,-1%,-1%,7%,0%,-5%,0%,12,-9%,1%,-4%
COc1ccccc1C(=O)NC(=S)N1CCCc2ccccc21,?,-17%,22%,?,13%,21µM*,8%,-9,7.9µM*,10%,-2%
CCOC(=O)Cn1c(=S)[nH]c2c(oc3ccc(Cl)cc32)c1=O,2%,1%,1%,0%,-1%,-13%,-2%,1,?,2%,1%
COc1cc([C@H]2Oc3c(OC)cc(CCCO[C@@H]4O[C@H](CO)[C@@H](O)[C@H](O)[C@H]4O)cc3[C@@H]2CO)ccc1O,19%,2%,26%,/,-5%,11%,9%,8,/,0%,-4%
O=C(N/N=C/c1ccc(O)cc1)Nc1cccc2nsnc12,?,11%,26%,2%,11%,12µM*,28%,-4,?,1%,4%
CNC(=O)C1=NCCCc2cc(OC)c(OC)cc21,1%,-2%,7%,-4%,-7%,-1%,-2%,3,9%,0%,1%
Cc1ccnc(NS(=O)(=O)c2ccc(NC(=O)c3cc(-c4ccccc4)nc4ccccc34)cc2)n1,4%,-1%,4%,2%,-8%,?,-3%,4,36%,3%,0%
C/C(=N\NC(=O)c1cccnc1)c1ccc(-c2ccccc2)cc1,-8%,2%,15%,-13%,3%,0%,2%,-1,-1%,1%,0%
COc1ccc(C(=O)Nc2nnc(Cc3ccccc3)s2)c(OC)c1,18%,22%,12%,23%,8%,?,27%,14,?,15%,-2%
COc1ccc(NS(=O)(=O)c2ccc(NC(=O)c3cnn4c(C(F)F)cc(-c5ccc(C)cc5)nc34)cc2)cc1,-1%,-5%,/,-8%,0%,2%,-1%,-3,16%,2%,1%
COc1ccccc1CC(=O)OCC(=O)N1CCN(c2ccc(F)cc2)CC1,?,/,4%,/,-1%,/,/,/,/,-3%,-3%
CCOC(=O)N1CCN(C(=O)/C(=C/c2cccs2)NC(=O)c2ccc(OC)c(OC)c2)CC1,-12%,-1%,-28%,1%,-2%,-1%,0%,1,-6%,-9%,-1%
O=C(Nc1ccc(Cl)cc1)Nc1cccc(C(=O)O)c1,?,0.089µM*,?,1.4µM*,-11%,0.067µM*,0.25µM*,-1,3.2µM*,-9%,?
Cc1c(N(C(=O)CNC(=O)c2ccccc2)C2(C(=O)NC3CCCC3)CCCCC2)c(=O)n(-c2ccccc2)n1C,7%,-5%,-7%,-6%,-3%,-2%,-2%,1,40%,?,3%
Cc1c(C(=O)NCCCN2CCOCC2)sc2nc(-c3ccccc3)cn12,3%,-7%,/,3%,-9%,2%,-3%,-1,19%,3%,5%
CC(=O)N1N=C(c2ccco2)CC1c1cccs1 (centres undefined),11%,-5%,18%,11%,-3%,0%,2%,-2,-5%,0%,-9%
Cc1cc(NC(=O)CSc2nnnn2-c2ccc(F)cc2)no1,1%,-7%,-24%,-12%,-1%,-2%,4%,-1,-2%,-1%,-5%
Nc1nnc(Cc2ccc(Cl)cc2)s1,9%,2%,3%,9%,3%,-1%,0%,-2,18%,-2%,-6%
CN1CCN(C(=O)c2cnn3c(C(F)(F)F)cc(-c4cccs4)nc23)CC1,5.8µM*,-7%,1%,2%,-14%,3%,-3%,0,15%,2%,-4%
CCOC(=O)CC(NC(=O)c1ccco1)c1ccc(OC)cc1 (centres undefined),-1%,-5%,18%,5%,-15%,1%,1%,-4,2%,1%,1%
Nc1ccc2oc(=O)c(-c3ccccc3)cc2c1,24%,?,91%,-1%,?,?,19%,16,13%,?,-4%
O=C(CCCNC(=O)c1ccc(Cl)cc1)Nc1ccc(F)c(S(=O)(=O)N2CCOCC2)c1,-9%,-4%,-5%,/,-5%,3%,-1%,1,/,1%,-2%

# 6 records drawn at random from those above:
SMILES,ELG1 repair inh,NPC1 prom act,BRCA1 expr up,Gal4-VP16 FLuc,p53 reactivator,FLuc modulator,Rab9 promoter act,TRPV1 agonist,RORg inh,ELG1 genotoxic,Tb PFK block
CN1CCN(C(=O)c2cnn3c(C(F)(F)F)cc(-c4cccs4)nc23)CC1,5.8µM*,-7%,1%,2%,-14%,3%,-3%,0,15%,2%,-4%
Cc1cc(NC(=O)CSc2nnnn2-c2ccc(F)cc2)no1,1%,-7%,-24%,-12%,-1%,-2%,4%,-1,-2%,-1%,-5%
COc1ccc(C(=O)Nc2nnc(Cc3ccccc3)s2)c(OC)c1,18%,22%,12%,23%,8%,?,27%,14,?,15%,-2%
Cc1cc(NC2CCCCC2)nc(-c2ccccc2O)n1,2%,0%,31%,2%,8%,?,8%,6,30%,2%,5%
COC(=O)[C@@]12CCCCN1[C@H](c1ccc(SC3CCCCC3)c(OC)c1)[C@@H]1C(=O)N(C)C(=O)[C@@H]12,-5%,-7%,-67%,/,-3%,0%,-1%,-3,/,-5%,-6%
COc1ccccc1CC(=O)OCC(=O)N1CCN(c2ccc(F)cc2)CC1,?,/,4%,/,-1%,/,/,/,/,-3%,-3%

# (next part)
SMILES,ELG1 repair inh,NPC1 prom act,BRCA1 expr up,Gal4-VP16 FLuc,p53 reactivator,FLuc modulator,Rab9 promoter act,TRPV1 agonist,RORg inh,ELG1 genotoxic,Tb PFK block
CCOc1ccc2oc(C(=O)Nc3ccc(N4CCOCC4)cc3)c(C)c2c1,/,/,39%,-17%,/,13µM*,/,27,-21%,/,/
Cc1cc(C2CCCCC2)n(O)c(=O)c1,?,-17%,-71%,2.2µM*,?,9%,-24%,-4,2µM*,0%,1%
COc1ccc(C2NC(=O)c3ccccc3O2)cc1 (centres undefined),3%,0%,-4%,2%,-2%,-15%,0%,2,-21%,0%,2%
O=C(NCCS(=O)(=O)N1CCC2(CC1)OCCO2)c1ccc(F)cc1,28%,0%,-13%,/,3%,0%,-3%,1,/,1%,?
CCC(CC)NC(=O)COC(=O)c1ccc(NS(=O)(=O)c2ccc3c(c2)OCCO3)cc1,2%,3%,-13%,1%,-5%,5%,6%,-1,-28%,4%,-4%
COC(=O)c1ccc(NC(=O)Cn2cnc3c(nnn3-c3cccc(OC)c3)c2=O)cc1,6%,-4%,-18%,-15%,1%,0%,0%,-2,-21%,10%,2%
Cc1ccc(C)c2[nH]c(=O)c(CN(CCN3CCCC3)C(=O)Nc3ccc(F)cc3)cc12,?,-7%,-48%,0%,?,-2%,8%,-4,26%,0%,7%
CCOc1cccc(OCCCCn2ccnc2)c1,1%,-4%,-27%,4%,-4%,-2%,-11%,2,12%,-8%,-21%
O=C(CC1C(=O)NC2CCCCC2N1C(=O)c1ccc(F)cc1)Nc1ccccc1 (centres undefined),-6%,2%,-10%,6%,-2%,1%,-19%,0,-3%,-7%,-5%
O=C(C1CCC(=O)N(C2CC2)C1)N1CCN(c2ccc(Cl)cc2)CC1 (centres undefined),-8%,-1%,-2%,-1%,10%,0%,-5%,7,?,2%,-2%
CN(Cc1ccccc1)C(=O)COc1ccc(Br)cc1Cl,0%,2%,27%,16%,2%,?,0%,24,37%,-5%,-6%
C=CCNC(=O)c1ccncc1,1%,-5%,4%,0%,-2%,1%,-1%,-3,2%,-4%,-2%
